Assay outcomes as filed in PubChem BioAssay.
Growth percent in the NCI-60 one-dose screen (48 h, 10 µM unless noted): 100 = growth as untreated, 0 = no growth, -100 = all killed.
KM12 = KM12 colon cancer cells; actives 5% (n = 82,000)
COLO 205 = COLO 205 colon cancer | actives 7.3% (n = 79,000) | AID 1794742
HT29 = HT29 colon cancer | actives 7.4% (n = 81,000)
NCI-H226 = NCI-H226 lung cancer | actives 3.5% (n = 79,000)
HCT-116 = HCT-116 colon cancer. actives 7.3% (n = 82,000). AID 1794798
HCT-15 = HCT-15 colon cancer | actives 5.2% (n = 82,000)
NCI-H322M = NCI-H322M lung cancer; actives 2.7% (n = 80,000); AID 1794733
SW-620 = SW-620 colon cancer | actives 5.2% (n = 82,000)
NCI-H460 = NCI-H460 lung cancer; actives 6.8% (n = 82,000)
* = called active by the depositor; nt = no result given; & = joins results of further samples; ! = repeats disagree. How the source made its calls: active means growth percent below 10; inactive means the rest. Not a hit list; 11% or so of the library scored in one or more.

Values run as follows: KM12	COLO 205	HT29	NCI-H226	HCT-116	HCT-15	NCI-H322M	SW-620	NCI-H460
- O=C(Nc1ccc(S(=O)(=O)Nc2ccccn2)cc1)Nc1ccc(F)c(C(F)(F)F)c1
 : 91.7	114.8	87.1	89.4	88.7	101.4	85.0	92.3	105.9
- COc1cc(Cn2c(-c3ccccc3)cc3c2-c2oncc2CC3)cc(OC)c1OC
 : 26.2	14.5	4.6*	51.0	25.3	27.6	-13.2*	24.3	9.8*
- CC(C)=CCC[C@](C)(O)[C@H]1CC[C@]2(C)[C@@H]1CC[C@@H]1[C@@]3(C)C/C(=C/c4ccc(Br)cc4)C(=O)C(C)(C)[C@@H]3CC[C@]12C
 : 94.9	99.1	77.0	82.7	66.5	85.4	100.9	82.2	96.3
- CCCCN(Cc1c(O)ccc2ccccc12)Cc1c(O)ccc2ccccc12
 : 96.7	107.3	107.8	90.5	101.6	104.5	91.0	97.5	92.2
- COC(=O)c1cc(-c2ccccc2)[nH]c(=O)c1C#N
 : 104.3	117.2	109.6	100.8	95.0	98.1	97.9	99.1	109.5
- O=C(c1ccccc1)n1ccc(-c2cc3cc(Br)ccc3oc2=O)n1
 : 27.9	11.0	63.5	27.5	16.0	22.8	31.1	45.8	9.4*
- NNC(=O)C(O)C(O)C(O)C(O)CO (stereo not drawn)
 : 118.3	135.4	nt	99.9	108.9	99.2	nt	103.0	107.3
- CN1CCN(CCCNC(=O)c2ccc(Cl)s2)CC1
 : 104.4	106.6	106.6	91.5	112.2	111.8	104.8	102.4	104.2
- O=C(NCc1ccccc1)C1=COCCS1
 : 99.6	98.8	96.6	79.5	90.6	100.8	111.8	100.2	104.9
- CC(C)c1cccc(O)c1O
 : 110.7	116.4	103.8	112.5	84.5	98.3	97.2	108.5	114.1
- O=C1OCC2=C1C(c1cccc(C(F)(F)F)c1)c1cc3c(cc1N2CCO)OCCO3 (stereo not drawn)
 : 16.9	-17.7*	3.9*	52.3	10.3	14.1	51.3	24.5	7.2*
- O=C(NC(Cc1ccc(O)cc1)C(=O)Oc1ccc([N+](=O)[O-])cc1)OCc1ccccc1 (stereo not drawn)
 : 103.8	110.0	107.1	108.1	107.6	107.4	100.7	nt	106.0
- COc1ccc(-c2nn(-c3ccc(NC(=O)Nc4cc(C(F)(F)F)cc(C(F)(F)F)c4)cc3)cc2-c2ccncc2)cc1Cl
 : 7.6*	-33.4*	11.7	0.8*	2.4*	9.8*	30.9	19.5	-2.3*
- CCCCS(=O)(=O)c1ccc(Cl)c2ccccc12
 : 103.9	121.0	93.5	95.9	102.8	95.1	105.6	112.4	105.3
- c1ccc2cc(C[n+]3ccn(Cc4ccc5ccccc5n4)c3)ccc2c1
 : -7.6*!	-35.3*	-30.7*!	46.4&19.6	2.7*	101.2&96.3	75.0&34.8	56.4&18.9	35.8&11.1
- CC(OC(=O)c1ccccc1C(=O)O)c1ccccc1 (stereo not drawn)
 : 103.5	nt	103.2	nt	100.8	107.2	100.1	107.9	113.7
- O=C(NNC(=O)c1cccc2ccccc12)c1ccc(Cl)c(Cl)c1
 : 104.2	112.2&113.7	105.8&99.3	97.3&105.9	101.0&104.1	106.1&102.4	96.3&124.6	106.1	108.3&103.9
- Nc1nc(C(=O)O)cs1
 : 104.3	119.1	109.5	99.5	97.3	109.8	97.3	99.7	100.5
- COc1ccc(C(C#N)N2CCCCC2)cc1 (stereo not drawn)
 : 103.0	106.4	97.7	96.1	98.3	99.7	99.2	98.2	104.5
- O=[N+]([O-])c1cc2c(cc1O)OCO2
 : 98.5	110.5	111.7	108.5	95.6	110.0	135.8	96.9	106.3
- NCC1=C(c2ccccc2)Nc2ncc(-c3ccc(Cl)c(Cl)c3)n2C1O (stereo not drawn)
 : 97.4	107.3	97.3	103.7	88.9	107.8	101.4	106.0	112.3
- COc1ccc(/C(=N\NC(N)=S)c2ccc(F)cc2)cc1OC
 : 100.7	121.9	104.2	108.3	96.0	91.5	105.3	102.2	101.6
- c1cnc2c(c1)CCC[C@@H]2N(CCCN1CCNCC1)Cc1cc2ccccc2cn1
 : 85.4	85.9	77.0	51.0	53.6	42.3	63.4	79.0	56.3
- O=C(C(=O)N1CCCC1)c1cn(CCCn2cc(C(=O)C(=O)N3CCCC3)c3cc(Br)ccc32)c2ccc(Br)cc12
 : 86.2	106.2	79.3	85.9	58.6	84.6	82.3	85.5	53.4
- CCCCN1CCCCC1
 : 105.6	105.0	100.6	110.3	101.7	102.1	95.5	106.9	109.4
- CCCCCCCCCCCCI
 : 101.5	106.8	108.3	102.3	99.5	107.8	99.2	101.6	104.1
- NC(=O)CC(=O)O
 : 100.2	105.3	109.7	93.8	99.7	104.6	96.0	103.7	108.3
- CC1OC(O[C@@H]2C(O)C(CO)OC(O[C@H]3COC(O[C@H]4CC[C@]5(C)[C@H]6CC[C@]78OC[C@@]9(CC[C@](C)(C=O)C[C@H]97)[C@H](O)C[C@@]8(C)[C@]6(C)CC[C@H]5C4(C)C)[C@@H](OC4OC(CO)[C@@H](O)[C@@H](O)[C@@H]4O)[C@@H]3O)[C@H]2OC2OC[C@@H](O)[C@@H](O)[C@@H]2O)[C@@H](O)[C@@H](O)[C@H]1O (stereo partly drawn)
 : 23.7	-37.7*	6.4*	-47.5*	-65.9*	83.7	-35.3*	10.0	74.1
- CC1=NN(c2nc(-c3ccc(Cl)cc3)c(C#N)c(N3CCOCC3)n2)C(=O)C1
 : 99.7	103.9	94.1	89.8	94.3	89.3	100.7	85.2	99.1
- Cc1ccc2c(c1)O/C(=C\c1ccc([N+](=O)[O-])o1)C2=O
 : 86.0	-41.8*	nt	78.9	-47.7*	4.4*	68.6	-56.5*	25.4
- COc1ccc(C2CC(c3cccs3)=NN2c2ccc(S(N)(=O)=O)cc2)cc1 (stereo not drawn)
 : 91.5	-89.6*	86.8	90.7	70.7	84.3	nt	100.5	84.2
- COC1CC(OC(=O)c2ccc(C)cc2)C(COC(=O)c2ccc(C)cc2)O1 (stereo not drawn)
 : 125.8	104.3	101.3	94.1	86.1	104.2	99.6	95.8	101.2
- COc1ccc(/C=C/c2nc(N3CCOCC3)c3cc(Cl)c(Cl)cc3n2)cc1OC
 : 101.7	105.8	86.9	85.5	98.4	97.3	113.0	114.6	102.1
- CC(C)(C)[Si](C)(C)OCC1CCC(n2cnc3c(N)ncnc32)O1 (stereo not drawn)
 : 94.5	106.8	107.1	94.6	103.7	113.4	108.1	96.6	101.1
- NC(=O)SCC(=O)Nc1ccc(S(N)(=O)=O)cc1
 : 100.8	107.1	107.3	93.0	108.6	109.2	121.2	99.2	108.1
- O=[N+]([O-])c1cccc(-c2nc3sccn3c2-c2ccnc(NCCCNS(=O)(=O)c3cccc4ccccc34)n2)c1
 : 69.5	73.4	40.7	68.6	73.7	59.2	88.3	116.8	71.1
- CN(CCCCN(C)S(=O)(=O)c1ccccc1)S(=O)(=O)c1ccccc1
 : 101.6	104.7	86.1	84.6	82.1	88.0	102.1	98.4	98.7
- CCCc1ccc(OC)cc1
 : 112.7	127.6	111.4	106.0	112.3	106.1	122.1	100.2	106.1
- CCCCCCCCCCCCNC(=S)SCCC(=O)O
 : 101.3	141.7	110.5	102.9	88.5	101.3	nt	104.9	95.5
- C[n+]1cc[nH]c1CN(c1ccc(Cl)cc1)[C@@H]1c2cc(S(=O)(=O)N3CCCCC3)ccc2OC(C)(C)[C@H]1O
 : 97.0	nt	94.9	79.1	76.0	86.0	99.4	91.5	94.1
- O=C(CSC(=S)n1cnc2ccccc21)Nc1ccc(Cl)cc1
 : 77.8	87.2	55.1	108.8	42.0	45.4	90.5	65.3	70.7
- CCOC(=O)NCCO
 : 112.9	116.3	98.1	98.1	106.6	92.4	108.2	102.6	109.4
- NC(=S)N/N=C1\c2ccccc2-c2c(F)c(F)c(F)c(F)c21
 : 93.5	nt	52.8	nt	5.2*	62.8	93.5	59.8	76.6
- CC1(C)Oc2cc3oc(=O)ccc3c3c2C2C1CCC(C)(O3)C2O (stereo not drawn)
 : 103.5	nt	94.6	nt	99.3	103.9	99.2	111.5	107.8
- COc1ccc(Cn2cc3c(c2-c2ccc(OC)cc2)CCc2cnoc2-3)cc1
 : 5.5*	-32.4*	7.2*	9.5*	4.8*	14.2	43.5	22.6	0.8*
- COc1cc(C2=NNC(c3sc(Cl)nc3Cl)C2)cc(OC)c1OC (stereo not drawn)
 : 85.0	132.7	93.7	112.0	83.9	95.6	94.5	111.5	112.4
- Cc1ccc2c(n1)C(=O)C(Cl)=C(Nc1cccc(C(F)(F)F)c1)C2=O
 : 106.1	105.6	105.3	73.3	-25.9*	-61.1*	108.0	-0.8*	101.3
- Cc1oc(-c2ccc(Cl)cc2)nc1C1=NN(C(=O)c2ccncc2)C(c2ccc(Br)cc2)C1 (stereo not drawn)
 : 90.8	108.8	90.8	80.3	96.8	99.3	93.8	94.2	95.7
- N=S(=O)(NC(=O)c1ccc(Cl)cc1Cl)c1ccc(Cl)cc1 (stereo not drawn)
 : 110.5	119.0	112.8	100.2	109.2	101.9	106.9	95.9	99.0
- CC(C)c1ccc(/C=N/N=C(N)N)cc1
 : 27.7	59.8	70.6	93.2	84.3	89.6	106.5	36.2	91.1
- CCCCCCCCCCCC1=NC(C)(C)CN1c1ccccc1
 : 108.0	116.5	76.1	99.7	73.7	92.7	108.0	97.7	103.1
- O=C(O)Cc1ccc(I)cc1
 : 104.5	104.1	102.0	101.0	100.7	109.5	97.2	100.5	106.7
- CCOC(=O)C1=C(N)N(c2ccc(Cl)cc2)C2=C(C(=O)CC(C)(C)C2)C1c1ccc([N+](=O)[O-])cc1 (stereo not drawn)
 : 87.6	101.7	89.7	84.6	66.1	81.9	97.6	113.2	90.5
- CCCC(=O)Oc1ccc2ccccc2c1
 : 113.1	99.2	103.2	102.7	101.2	108.8	108.7	92.1	98.0
- CCCCc1cncc(CCCC)c1
 : 108.7	116.6	105.8	108.0	101.3	104.5	96.2	103.6	102.9
- COC(=O)CCC1(C(N)=O)CCC(=O)c2ccccc21 (stereo not drawn)
 : 104.5&109.7	115.1&110.4	109.2&106.5	99.6	112.6&108.8	100.7&110.5	109.6	100.6&93.8	106.1&90.5
- COC(=O)N1C2CCCCC2=NN(c2ccccc2)N1C(=O)OC (stereo not drawn)
 : 96.1	100.8	112.9	99.4	102.1	98.7	93.6	105.8	107.3
- OCC(O)C1OCOC(C(O)CO)C1O (stereo not drawn)
 : 110.6	103.7	93.3	106.1	94.4	106.9	100.6	112.2	109.3
- CCOC(=O)NN(C(=O)OCC)c1ccccc1C
 : 121.9	132.4	101.6	111.5	113.0	106.4	125.0	103.5	105.5
- Nn1c(-c2cccc(O)c2)nnc1-c1cccc(O)c1
 : 114.9	nt	98.3	nt	101.6	113.5	94.2	108.7	110.2

The last 3 entries of the part above are carried over, then new ones follow:
Values run as follows: KM12	COLO 205	HT29	NCI-H226	HCT-116	HCT-15	NCI-H322M	SW-620	NCI-H460
- OCC(O)C1OCOC(C(O)CO)C1O (stereo not drawn)
 : 110.6	103.7	93.3	106.1	94.4	106.9	100.6	112.2	109.3
- CCOC(=O)NN(C(=O)OCC)c1ccccc1C
 : 121.9	132.4	101.6	111.5	113.0	106.4	125.0	103.5	105.5
- Nn1c(-c2cccc(O)c2)nnc1-c1cccc(O)c1
 : 114.9	nt	98.3	nt	101.6	113.5	94.2	108.7	110.2
- C/C(=N\Nc1ccc(S(N)(=O)=O)cc1)c1cnn(-c2cc(=O)[nH]c3ccc(Cl)cc23)c1C
 : 83.3	100.2	102.8	82.4	80.9	96.7	91.6	92.9	93.5
- CN1CCN(c2ccc(C(=O)/C=C/c3cccc(C(F)(F)F)c3)cc2)CC1
 : 76.3	107.5	54.6	75.6	48.3	28.9	97.2	40.3	96.5
- CSc1nnc(-c2cnn3c2NC(c2ccccc2)C3)n1-c1cccc(F)c1 (stereo not drawn)
 : 92.0	107.2	88.2	92.5	95.8	100.7	79.1	93.9	95.3
- O=C(COc1ccc(NC(=O)Nc2ccccc2)cc1)N=Nc1c(O)[nH]c2ccc(Br)cc12
 : 42.8	34.2	33.7	71.3	17.2	102.6	76.7	13.9	11.4
- Cc1c(C(=O)NO)sc2ncnc(Nc3cccc4[nH]cnc34)c12
 : 101.1	112.8	103.9	99.3	103.9	102.1	99.4	103.7	102.7
- O=C1OC(=O)C2=C1CCCC2
 : 116.1	143.7	109.5	103.4	100.8	102.2	106.4	101.1	107.6
- Cc1cccc(C(=O)N(C(=O)c2cccc(C)c2)N(C)C)c1
 : 105.6	104.7	97.8	100.2	94.5	105.3	117.1	103.7	110.2
- CC(C)[C@@H](C(=O)N(C(=O)NC1CCCCC1)C1CCCCC1)N1C(=O)c2ccccc2C1=O
 : 97.6	88.9	66.9	101.6	98.2	92.4	85.9	103.3	106.9
- O=C(Nc1ccc(O)c([N+](=O)[O-])c1)Nc1ccc(O)c([N+](=O)[O-])c1
 : 87.5	139.5	117.5	78.8	72.1	71.9	94.6	107.9	88.2
- COc1cc2cc(Oc3ccc(NC(=O)Nc4ccc(Cl)c(C(F)(F)F)c4)cc3)c(C)nc2cc1OCCN1CCOCC1
 : 14.9	-28.3*	12.0	34.9	10.3	13.7	61.1	15.1	8.7*

Random excerpt: two entries already listed.
Values run as follows: KM12	COLO 205	HT29	NCI-H226	HCT-116	HCT-15	NCI-H322M	SW-620	NCI-H460
- Cc1c(C(=O)NO)sc2ncnc(Nc3cccc4[nH]cnc34)c12
 : 101.1	112.8	103.9	99.3	103.9	102.1	99.4	103.7	102.7
- O=C1OC(=O)C2=C1CCCC2
 : 116.1	143.7	109.5	103.4	100.8	102.2	106.4	101.1	107.6
